High-throughput results from PubChem BioAssay.
PGC1a acetyl inh = lowers PGC1a acetylation signal in U2OS cells. AlphaScreen anti-acetyl-lysine; with virally co-expressed GCN5 acetyltransferase. inhibition, % at 15.6 µM. 350,000 compounds, 0.17% hits;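 active means every replicate shows inhibition of at least 40%; inconclusive means mean inhibition at least 40% but some replicate below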;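 further: 0% = neutral control wells and 100% = positive control wells; some results beyond the cut were filed as inactive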
Cneo AK release = Cryptococcus neoformans lysis via adenylate kinase release; lysis activity, % at 15 µM; AID 651654; C. neoformans lysis, adenylate kinase release luminescence, 4 h; normalised: neutral wells 0, clomiphene wells 100; 360,000 compounds, 0.2% hits;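 active means mean lysis activity across replicates of at least 80%, whatever share of replicates individually reach that level; inactive means mean lysis activity below 80%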
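Test system: log-phase Cryptococcus neoformans yeast cells; Quantity: yeast cell density of 5 × 10^6 cells/mL; Buffer or medium: YPD; Doses: single compound concentration per well; Timing: 4 h at 37 °C static, read 1 h later; Measured by: AK luminescence; Read-out basis: lysis from increased AK signal; Control set: Clomiphene as positive control.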
GSIS activator = primary screen for activators of insulin secretion dependent on glucose, INS-1E cells, GLuc reporter luminescence; activation, % at 16.6 µM; 370,000 compounds, 0.61% hits; AID 743287; INS-1E GLuc reporter insulin secretion, 2-3 h;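 active means lowest replicate activation of at least 40%, so every replicate reaches that level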;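 further: 0% = median of neutral control wells and 100% = median of IBMX positive control wells; some compounds called inactive have numbers as strong as hits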
PAX8 reporter = inhibitors of PAX8 transcriptional activity in RMG-I cells | 360,000 compounds, 1.2% hits | inhibition, % at 12.6 µM | RMG-I TPO-luciferase reporter, SteadyGlo, 24 h;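 active means mean replicate inhibition at least 60% with every replicate also reaching 60%; inconclusive means only one of the two criteria is met; inactive means mean below 60% and not all replicates reaching 60%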;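 further: luciferase light reporting Pax8 driven TPO promoter activity; plate controls were median of neutral control wells for no effect and mitoxantrone controls for full effect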
ARNT TACC3 PPI = disruptors of human ARNT/TACC3 interaction; AlphaScreen His-ARNT PAS-B/GST-TACC3 binding, luminescence; TACC3 fragment carries E629A point mutation; inhibition, % at 9.99 µM; Q9Y6A5; 390,000 compounds, 0.66% hits;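 active means mean inhibition of replicates at least 50% and at least half of replicates each reaching 50%; inconclusive means half or more replicates reach 50% but mean below 50%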;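 further: 0% = complete ARNT plus TACC3 wells and 100% = ARNT alone without TACC3; many hits fall short of the cut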
PglD DTNB = inhibitors of Campylobacter jejuni PglD acetyltransferase; purified PglD enzyme, DTNB colorimetric CoA detection; inhibition, % at 12.5 µM; 360,000 compounds, 0.098% hits; AID 602405; in the data active means inhibition above about 16%, passing the limit was not always enough; inconclusive means no clear call, values can overlap the other calls; further: strong numbers were not always called active
LGR2 antag = inhibitors of bursicon-induced Drosophila LGR2 receptor cAMP signaling | 380,000 compounds, 0.35% hits | inhibition, % at 9.99 µM | AID 720647 | HEK293 LGR2, CRE-luciferase, bursicon-stimulated, 4 h;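 active means drop in luminescence signal, shown as inhibition above about 50% in the replicate tests, limit read from the data, passing the limit was not always enough; inconclusive means probably only some replicates passing the limit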;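 further: agonist challenge used bursicon conditioned medium at about half maximal strength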
Statin myotox sup = protects C2C12 myotubes from simvastatin toxicity. ATP luminescence, 48 h; scaled: DMSO 0, geranylgeraniol control 100. rescue of ATP level, % at 7.49 µM. 330,000 compounds, 0.78% hits;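 active means mean ATP rescue above about 67%, or every replicate alone reaching that limit, limit read from the data, passing the limit was not always enough; inconclusive means no clear call, values can overlap the other calls; inactive means mean under the limit and some replicate under it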;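 further: myotubes were challenged with 10 µM simvastatin during compound exposure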
Numbers without * were called inactive; ? = inconclusive; . = no result given.

Structure	PGC1a acetyl inh	Cneo AK release	GSIS activator	PAX8 reporter	ARNT TACC3 PPI	PglD DTNB	LGR2 antag	Statin myotox sup
O=C(C1CCCN(S(=O)(=O)c2cccc3nsnc23)C1)N1CCc2ccccc2C1 (stereo unspecified)	-1.7	-0.4	.	.	4.8	-0.7	.	-14.7
Cc1ccccc1NC(=O)c1cccc(C(=O)Nc2ccccc2C)n1	-24.3	3.2	6.3	-21.6	-6.4	-2.6	4.7	-1.0
CCn1nnc2cc(C(=O)Nc3cc(Cl)ccc3C)ccc21	7.1	-1.2	-5.0	-2.1	-0.4	-1.0	-12.0	-1.4
Cc1ccc(O)c(C2=Nc3ccccc3N=C(c3ccc([N+](=O)[O-])cc3)C2)c1	9.9	.	7.5	-27.9	-1.8	-0.1	-24.6	.
Cc1ccc(S(=O)(=O)Nc2cccc3c2O[C@H](CN(C)Cc2ccccc2)[C@H](C)CN([C@H](C)CO)C3=O)cc1	-19.2	-4.5	-4.3	0.0	-4.7	-2.3	-16.0	-32.4
CC(C)CNC(=O)[C@H]1N2C(=O)c3ccccc3C2SC1(C)C (stereo partly specified)	-9.0	-2.5	-31.3	-6.7	.	-3.0	-17.3	-17.7
C[C@H]1CN([C@@H](C)CO)S(=O)(=O)c2ccc(C#CCN(C)C)cc2O[C@H]1CN(C)Cc1ccccn1	5.2	3.8	-6.3	.	-0.1	1.4	-1.2	-9.2
COc1ccc(CCCc2n[nH]c(=S)o2)cc1C	-2.6	0.0	42.7	-16.8	-2.9	3.2	-12.2	9.9
CO[C@@H]1CN(C)C(=O)c2cc(NC(=O)C3CCCC3)ccc2OC[C@@H](C)N(Cc2ccc(F)cc2)C[C@H]1C	4.5	-3.1	1.7	24.0	-3.2	0.4	16.9	3.5
CCOC(=O)C1CCN(C(=O)CSc2ccccc2)CC1	-9.1	5.3	.	-9.1	-10.8	-3.5	.	?
CC(C)(C)c1cc(NC(=O)COc2ccc(Br)cc2)n(-c2ccccc2)n1	-6.3	2.4	-21.5	23.9	-11.4	-6.5	.	4.7
CSc1ccccc1NC(=O)c1ccc(CN2CCOCC2)cc1	-3.6	-5.9	-22.8	-32.2	-2.3	-3.8	-2.3	.
CCN(C(=O)c1cnc(NC(C)C)cc1C(F)(F)F)c1ccc(Cl)cc1	-15.2	-1.3	.	-3.4	-1.5	-2.1	.	25.1
O=C(C[C@@H]1C[C@@H]2c3cc(NC(=O)Cc4ccncc4)ccc3O[C@@H]2[C@H](CO)O1)NCc1ccc(-c2ccccc2)cc1	-5.0	1.2	-0.5	102.1*	6.9	-0.2	-7.5	0.7
CCCN1[C@@H]2c3ccc(C4=CCCCC4)c(=O)n3C[C@H]1[C@H](CO)[C@H]2C(=O)N1CCc2ccccc2C1	.	44.7	-17.9	.	2.3	-2.0	6.8	-40.9
O=C(COc1ccc(F)cc1Cl)Nc1cccc(S(=O)(=O)N2CCCC2)c1	-2.9	2.3	-14.1	-25.7	.	.	-4.4	4.4
C[C@H]1CN([C@@H](C)CO)C(=O)c2cc(NS(=O)(=O)c3cccs3)ccc2O[C@@H]1CN(C)C	0.9	0.1	0.9	-2.8	-12.2	-1.9	-1.7	-11.5
COc1ccc2cnn(-c3ccccc3C)c(=O)c2c1OC	-5.0	-3.3	.	.	-9.8	3.1	.	62.9
CN(C(=S)NC(=O)C1CC1)c1ccc(O)cc1	-4.7	1.5	16.8	5.4	6.7	2.4	12.5	4.9
O=C(Nc1cc(F)ccc1F)N1CC(=O)N2[C@@H](CO)[C@H](c3ccc(-c4cccc(F)c4)cc3)[C@@H]2C1	7.1	.	-23.4	-3.1	.	.	17.4	.
O=C(O)COc1ccccc1/C=C1\SC(=S)N(/N=C/c2ccccc2O)C1=O	-2.3	2.2	1.4	-17.4	70.1*	-4.9	-27.1	.
CCC1(c2ccccc2)NC(=O)N(CC(=O)Nc2ccc(S(=O)(=O)Nc3ncccn3)cc2)C1=O (stereo unspecified)	.	-0.4	8.4	-8.3	-6.0	-1.8	17.5	-2.1
Cc1ccc(OCC(=O)NCCCNC(=O)c2ccncc2)cc1C	21.5	-5.5	10.8	5.6	-9.2	2.4	10.0	16.1
COc1ccc(CN(C(=O)CNC(=O)c2ccco2)C(C(=O)NC2CCCC2)c2ccco2)cc1 (stereo unspecified)	-8.8	0.9	.	12.2	0.9	-1.4	.	14.2
COc1ccc2[nH]c(C(=O)O)c(NS(=O)(=O)c3ccc(C)c(C)c3)c2c1	-8.1	7.9	12.1	1.1	12.0	-3.7	7.2	-3.7
COc1ccc(NC(=O)C2CCN(S(=O)(=O)c3c(C)nn(C)c3C)CC2)cc1	.	-0.6	10.8	-1.7	2.1	7.1	17.8	2.9
C[C@H]1CCCCO[C@H](CN(C)Cc2ccc(C(F)(F)F)cc2)[C@@H](C)CN([C@@H](C)CO)C(=O)c2cc(N(C)C)ccc2O1	-3.5	-3.4	-29.6	16.3	20.9	3.5	10.8	.
CN(C)c1ccc(/C=C/C(=O)c2ccc3c(c2)OCO3)cc1	2.0	-2.4	.	-53.6	-62.1	-8.8	.	6.9
CCOC(=O)Cn1cncc1-c1ccc([N+](=O)[O-])cc1	26.9	1.7	27.1	-94.0	-3.5	0.8	-42.8	.
Cc1nnc(SCC(=O)Nc2cc(C(F)(F)F)ccc2Cl)n1C	.	1.9	-1.8	-3.6	-7.9	1.0	-14.1	7.7
C[C@H]1CCCCO[C@H](CN(C)C(=O)CCCN(C)C)[C@@H](C)CN([C@@H](C)CO)C(=O)c2cc(NS(=O)(=O)c3ccc(F)cc3)ccc2O1	-0.2	-0.2	-8.9	-30.1	-3.5	0.5	12.2	.
Cc1ccc(Cn2ccc(NC(=O)c3cc(CC(C)C)on3)n2)cc1	-3.9	-1.6	.	-0.2	-3.7	-0.1	-12.1	-0.8
O=C1OC(c2ccccc2)=CC1=Cc1ccccc1O	-0.4	-1.1	.	-10.2	.	-1.2	-26.7	19.0
CNS(=O)(=O)c1cccc(C(=O)OCC(=O)Nc2ccc3ccccc3c2)c1	-8.9	-0.2	2.0	.	-4.1	-2.8	-4.4	-0.8
Cc1ccccc1NC(=O)CC1c2ccccc2CC(C)(C)N1C (stereo unspecified)	82.6*	.	-38.2	7.3	-0.3	.	5.9	.
Cc1cc(C(=O)Nc2cc(S(C)(=O)=O)ccc2Cl)c(C)o1	0.1	-0.8	-2.3	4.6	-2.2	-4.4	6.7	9.7
NC1=NN=C(N2N=C(c3ccc(Br)cc3)CC2(O)C(F)(F)F)n2ncnc2C1 (stereo unspecified)	9.3	.	6.2	3.3	-0.2	.	-6.3	.
CCOc1ccc(NC(=O)CCNC(=O)c2ccc(Br)cc2)cc1	.	0.0	-3.9	-46.3	.	1.9	-39.1	17.0
c1ccc(-c2nc3ccccn3c2NCc2ccc3c(c2)OCO3)cc1	3.0	1.6	.	-48.4	14.5	-1.0	.	4.2
Cc1noc(C)c1NC(=O)N(C)C[C@@H]1Oc2c(NS(=O)(=O)c3cccs3)cccc2C(=O)N([C@H](C)CO)C[C@H]1C	-1.9	-2.3	26.0	.	-0.1	1.2	-1.6	19.3
CN(C)CCN1C(=O)C(=O)/C(=C(/O)c2ccc(F)cc2)C1c1ccccc1 (stereo unspecified)	-4.8	2.2	.	.	-4.3	3.0	.	-3.3
COc1cc(-c2nn3c(-c4cccc(C)c4)nnc3s2)cc(OC)c1OC	3.1	5.6	2.9	.	5.9	-3.3	-12.3	-2.5
O=C(NC1CCC(O)CC1)c1ccc(-c2ccc([N+](=O)[O-])cc2)o1 (stereo unspecified)	.	.	-13.6	-13.4	17.3	.	-7.6	.
CS(=O)(=O)N(CCc1ccccc1)CC(=O)NCc1ccccc1Cl	43.1	-1.8	-13.2	8.6	.	-7.8	-11.2	6.4
Cc1nnc(SCC(=O)NC2CCCC2)n1CCc1ccccc1	.	-2.0	3.7	2.7	-9.3	-76.8	16.9	22.0
CC(C)C[C@H](NC(=O)OC(C)(C)C)C(=O)NCC1CCC(C(=O)N[C@@H](Cc2ccccc2)C(=O)O)CC1 (stereo partly specified)	-0.5	1.6	11.5	-10.0	-7.2	-2.7	-4.9	5.7
C[C@H]1CN([C@@H](C)CO)S(=O)(=O)c2ccc(C3=CCCC3)cc2O[C@@H]1CN(C)C(=O)c1ccccc1	-10.5	-0.6	-16.3	.	-0.8	0.5	2.8	-20.1
COc1ccc(C(=O)Nc2nccs2)cc1OC	-5.5	0.9	.	.	13.9	-3.8	.	-1.7
CC(c1ccccc1)n1cc(C(=O)NCC2CCCO2)nn1 (stereo unspecified)	7.9	-0.3	.	.	-5.4	-3.0	.	11.9
Cc1ccn2c(C(=O)NN=C3CCCCCCC3)c(C)nc2c1	2.2	.	5.4	-8.6	-10.9	.	-0.9	.
Cc1cc2nc3n(c2cc1C)CC1CC(C(=O)NCc2cccc(Br)c2)N(C)C31 (stereo unspecified)	.	2.6	14.2	9.5	-1.3	-4.5	5.0	-7.3
COCC#Cc1ccc2c(c1)O[C@@H](CN(C)CC1CCOCC1)[C@H](C)CN([C@H](C)CO)S2(=O)=O	7.8	-3.4	8.8	.	-6.6	-1.2	-33.4	-87.3
CCN(CC)c1ccc(/C=N/NC(=O)c2ccc3nc[nH]c3c2)cc1	2.9	7.0	.	5.6	-21.6	4.1	-16.7	.
COc1ccccc1/C=C(/C(=O)OCC(=O)Nc1ccccc1C)c1ccccc1	.	0.5	-7.7	9.8	-3.8	4.5	8.0	.
O=C(Nc1cccc(F)c1)N1CC(=O)N2[C@H](C1)[C@H](c1ccc(C#CCC3CCCC3)cc1)[C@@H]2CO	-15.4	.	-22.6	-16.8	.	.	5.6	.
Cc1ccc(N(Cc2cc3cc(C)ccc3[nH]c2=O)S(=O)(=O)c2ccccc2)cc1	.	.	-8.9	18.7	-0.9	.	-3.0	.
COC(=O)CSc1nnc(-c2sc3cc(OC)ccc3c2Cl)n1C	12.5	-3.0	.	.	3.2	0.4	.	13.6
Cc1ccc(S(=O)(=O)N(C)CC(=O)Nc2ccc(C)cn2)cc1	.	.	4.2	-14.0	-3.2	.	1.8	9.8
COc1ccc(-n2nc(C(=O)N3CCCCC3)c3ccccc3c2=O)cc1	5.2	-1.1	.	.	-4.5	-4.4	.	.
COc1ccc(CCNC(=O)CN(C)S(=O)(=O)c2cccs2)cc1	-1.7	1.2	24.3	1.8	-8.9	0.3	-2.2	5.4
CCc1cccc(C)c1NC(=O)CSc1nnc(CCCOc2ccc(Cl)cc2Cl)n1C	.	0.2	-38.7	15.5	-0.2	7.9	2.7	.

Looked up by structure from the list above, 2 records:
Structure	PGC1a acetyl inh	Cneo AK release	GSIS activator	PAX8 reporter	ARNT TACC3 PPI	PglD DTNB	LGR2 antag	Statin myotox sup
COC(=O)CSc1nnc(-c2sc3cc(OC)ccc3c2Cl)n1C	12.5	-3.0	.	.	3.2	0.4	.	13.6
Cc1ccc(Cn2ccc(NC(=O)c3cc(CC(C)C)on3)n2)cc1	-3.9	-1.6	.	-0.2	-3.7	-0.1	-12.1	-0.8
